Screening data (PubChem BioAssay)
TSHR antag = antagonists of human thyroid stimulating hormone receptor; P16473; hit rate 0.2% among 330,000; activity change, negative = inhibition, % at 11.5 µM; AID 504810; TSHR-expressing cells, TSH-stimulated cAMP HTRF, 2 h; stronger effect = lower value;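 active = activity change below a set negative limit, meaning inhibition stronger than a set level, cut at about -70% in these data; inconclusive = activity change between two set negative limits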; note: % is set by controls: 0 for no effect and ±100 for the full control effect
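Read-out is FRET at 665 nm (cryptate excitation 337 nm) from a cryptate-tagged anti-cAMP antibody, competed by cell cAMP against cAMP-d2. Compounds are tested on freshly harvested TSHR cells challenged with 4nM TSH (EC80) for 2 hours at 37 deg C.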
Mito fusion yeast = inhibitors of mitochondrial division or activators of mitochondrial fusion | AID 485298 | hit rate 0.23% among 320,000 | Potency, µM (highest dose often 46.1 µM), without a hit: at the highest dose growth rescue (activation), usual class: activators | S. cerevisiae fusion-defective mutant growth rescue, CellTiterGlo 48 h;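 note: potency is the fitted concentration of half-maximal effect; % of control where 0% means no effect; nearly all actives have a fitted effect of over 45% in size; temperature-sensitive fusion mutants such as fzo1-1 at 37 °C on non-fermentable ethanol glycerol medium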
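Yeast fusion mutant, YPEG (non-fermentable carbon), compound, 48 h at 37C non-permissive; CellTiterGlo added, 10 min RT, luminescence read. Rescued growth = division inhibition.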
Eya2 phos inh = blocks the phosphatase activity of human Eya2 | O00167 | recombinant Eya2, OMFP fluorescence dephosphorylation (OMFP is methylfluorescein phosphate) | hit rate 0.006% among 330,000 | Potency, µM (top dose mostly 76.9 µM), inactives show at the highest dose activity, negative = inhibition, most hits filed as inhibitors; note: potency is the fitted concentration of half-maximal effect; % is set by controls: 0 for no effect and ±100 for the full control effect
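Eya2 (0.2 uM) preincubated 10 min at ambient with compound, then OMFP substrate added at 50 uM; 10 min reaction in 50 mM HEPES pH 7.5, 50 mM NaCl, 5 uM MgCl2, 0.05% BSA, 1 mM DTT. Fluorescence read at Ex 485/Em 525 nm.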
hERG WT inh = blocks the wildtype human KCNH2 potassium channel. activity change, % at 1.84 µM. U2OS, BacMam KCNH2, thallium flux FluxOr; stronger effect = lower value. AID 720551. hit rate 0.37% among 340,000;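 active = maximum activity change below -70%; inconclusive = maximum activity change between -70% and -50%; inactive = maximum activity change above -50%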; note: % is set by controls: 0 for no effect and ±100 for the full control effect
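U2OS cells were transduced with wild-type KCNH2 virus (2.03 x 10^8 / mL) for 4 h at room temperature, then cultured overnight at 37 C. Thallium flux was read with FluxOr dye. Rate constants were normalized to DMSO controls.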
Menin MLL FP TR = menin-MLL binding inhibition, Texas Red mutant peptide; O00255; Menin + Texas Red MLL mutant peptide, fluorescence polarization; Potency, µM (series often up to 61.6 µM), for inactives: top-dose FP activity change, negative = inhibition, actives largely listed as inhibitors; hit rate 0.23% among 270,000; active = well fitted inhibition curve with a large enough effect in the polarisation, with a control signal flat, not every such curve was filed as active; inconclusive = small, poorly fitted or top-dose-only effect, or effect the other way, or a change in a side signal; inactive = no such curve, though single readings can be large or run the other way; the % refers to the polarisation; note: potency is the fitted concentration of half-maximal effect; % of control where 0% means no effect; many of its hits are not listed in these tables
S-ASM inh = inhibitors of human secretory acid sphingomyelinase; P17405; placental ASM, HMU-PC fluorogenic substrate, 60 min; Potency, µM (series often up to 57.5 µM), for inactives: top-dose activity change, negative = inhibition, actives largely listed as inhibitors; hit rate 0.006% among 340,000; AID 504937; note: potency is the fitted concentration of half-maximal effect
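Fluorogenic HMU-PC substrate (9 uM final) is turned over by placental ASM in 60 min at 37 C after a 10 min compound preincubation. Reaction ended by alkaline stop (pH 10), with fluorescence read at 386/447 nm.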
PKM2 act = activators of human pyruvate kinase M2; P14618; purified PKM2, Kinase-Glo ATP luminescence, activation; response scale: 0% is enzyme alone, no compound; AID 1631; Potency, µM (doses to about 57.5 µM), inactives show at the top dose activation, most hits filed as activators; hit rate 0.34% among 260,000; note: potency is the fitted concentration of half-maximal effect; % is set by controls: 0 for no effect and ±100 for the full control effect; nearly all actives have a fitted effect of over 55% in size
Target sequence (P14618 whole entry, looked up): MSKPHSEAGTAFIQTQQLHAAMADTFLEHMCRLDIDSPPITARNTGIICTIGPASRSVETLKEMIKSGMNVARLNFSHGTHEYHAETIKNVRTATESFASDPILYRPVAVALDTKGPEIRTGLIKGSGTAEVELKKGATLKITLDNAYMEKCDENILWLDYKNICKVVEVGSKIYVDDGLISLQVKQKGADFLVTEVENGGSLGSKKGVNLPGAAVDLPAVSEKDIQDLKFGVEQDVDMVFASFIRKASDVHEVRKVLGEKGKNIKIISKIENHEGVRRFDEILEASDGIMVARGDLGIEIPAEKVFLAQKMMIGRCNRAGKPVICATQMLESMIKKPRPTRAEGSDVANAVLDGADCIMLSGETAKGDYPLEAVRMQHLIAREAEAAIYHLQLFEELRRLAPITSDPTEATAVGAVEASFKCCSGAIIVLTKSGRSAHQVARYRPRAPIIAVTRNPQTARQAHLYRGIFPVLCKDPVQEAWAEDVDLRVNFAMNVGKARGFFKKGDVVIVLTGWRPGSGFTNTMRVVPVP
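Kinase-Glo luminescence reports ATP generated from ADP (0.1 mM) and PEP (0.5 mM) by purified hPK-M2 after 1 h at room temperature, pH 7.2 imidazole buffer; intermediate enzyme activity allows detecting inhibitors and activators.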
USP2a inh = inhibitors of human ubiquitin-specific protease USP2a; Potency, µM (titrated, usually from 38.3 µM), for inactives: at the highest dose activity change, negative = inhibition, most hits filed as inhibitors; hit rate 0.01% among 330,000; USP2 core, Ub-CHOP2 coupled fluorogenic reporter, 485/531;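 note: potency is the fitted concentration of half-maximal effect; plate controls were DMSO wells for no effect and full inhibition by NEM control for full effect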
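Cell-free coupled assay: 10nM USP2 core preincubated 30min RT with compound in Tris-HCl pH 8.0/CaCl2/CHAPS buffer, then 25nM Ub-CHOP2 and 25nM reporter substrate; fluorescence (Ex 485/Em 531) read after 60min RT, normalized to NEM inhibition, concentration-response curves fitted.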
GALK inh = galactokinase (human) inhibition; Purified GALK, Kinase-Glo residual ATP luminescence; P51570; AID 1868; Potency, µM (highest dose often 57.5 µM), for the others: at the top dose activity change, negative = inhibition, hits mostly inhibitors; hit rate 0.007% among 270,000; note: potency is the fitted concentration of half-maximal effect; % is set by controls: 0 for no effect and ±100 for the full control effect
Target sequence (P51570 whole entry, looked up): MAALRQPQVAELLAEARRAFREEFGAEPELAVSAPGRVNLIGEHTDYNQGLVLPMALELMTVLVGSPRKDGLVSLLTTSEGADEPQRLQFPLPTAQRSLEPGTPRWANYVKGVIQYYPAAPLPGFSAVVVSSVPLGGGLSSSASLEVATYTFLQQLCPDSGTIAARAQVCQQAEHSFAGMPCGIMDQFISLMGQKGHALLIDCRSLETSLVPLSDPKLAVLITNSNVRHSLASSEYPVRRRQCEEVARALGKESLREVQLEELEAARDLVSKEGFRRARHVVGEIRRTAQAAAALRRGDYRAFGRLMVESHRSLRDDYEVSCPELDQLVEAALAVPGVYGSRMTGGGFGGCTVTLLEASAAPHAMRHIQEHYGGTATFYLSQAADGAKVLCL
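5 nM enzyme, 35 uM ATP, 100 uM galactose, 20 mM HEPES pH8.0, 5 mM MgCl2; 1 h RT; residual ATP by Kinase-Glo Plus luminescence, qHTS format.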
BCR signal inh = chronic active BCR signaling inhibition; hit rate 0.05% among 340,000; AID 493014; ABC-DLBCL IkBa-CBG/CBR reporter, luminescence ratio, 4 h; Potency, µM (top dose mostly 46.1 µM), for inactives: at the highest dose ratio change, negative = lower green/red ratio, hits mostly inhibitors; active = well fitted inhibition curve with a large enough effect in the signal ratio, with a control signal flat, not every such curve was filed as active; inconclusive = small, poorly fitted or top-dose-only effect, or effect the other way, or a change in a side signal; the % refers to the signal ratio;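 note: potency is the fitted concentration of half-maximal effect; plate controls were basal doxycycline-induced cells for no effect and cells given 10 µM MG132 for full effect; MG132 reads +100%, hits lower the ratio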
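Compounds up to 46 uM were incubated four hours with TMD8 cells whose green CBG68 luciferase is fused to IkappaBalpha; red CBR luminescence normalised the signal, and concentration-effect curves were fitted to fusion, red and ratio data.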
MBNL1 CUG block = blocks human MBNL1 binding to CUG repeat RNA; Q9NR56; TR-FRET MBNL1-His/biotin-(CUG)12 binding, 665/545 ratio; Potency, µM (top dose mostly 57.5 µM), for inactives: at the highest dose activity change, negative = inhibition, most hits filed as inhibitors; hit rate 0.036% among 280,000; AID 2675; active = well fitted inhibition curve with a large enough effect in the signal ratio, with a control signal flat, not every such curve was filed as active; inconclusive = small, poorly fitted or top-dose-only effect, or effect the other way, or a change in a side signal; inactive = no such curve, though single readings can be large or run the other way; the % refers to the signal ratio; note: potency is the fitted concentration of half-maximal effect; % is set by controls: 0 for no effect and ±100 for the full control effect
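TR-FRET between His-tagged MBNL1 and biotin-(CUG)12 RNA, detected with Tb anti-His antibody (0.055 ng/ul) and streptavidin-XL665 (5 nM), 60 min at room temperature. Compounds titrated 92 nM to 58 uM; 665/545 nm ratio normalized to buffer and complex controls.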
An asterisk follows results filed as active; ? = inconclusive; . = no result given; [ ] = another dose, or the depositor's remark. Unless noted, calls come from the whole dose curve; as a rule, active = well fitted curve in the direction sought with a large enough effect; inconclusive = small, poorly fitted or top-dose-only effect, or another doubt; inactive = no such curve, though single readings can be large; an effect the other way counts as inactive or inconclusive.

Every second line gives: TSHR antag	Mito fusion yeast	Eya2 phos inh	hERG WT inh	Menin MLL FP TR	S-ASM inh	PKM2 act	USP2a inh	GALK inh	BCR signal inh	MBNL1 CUG block
[1] COc1ccc(CNS(=O)(=O)c2csc(C(N)=O)c2)cc1OC
 : 3.1	1.6%	6.4%	-8.0	.	5.7%	.	1.7%	1.6%	-2.1%	-6.8%
[2] Cc1cc(C)n(Cc2ccc(C(=O)O)o2)n1
 : -0.3	-1.5%	7.1%	0.2	9.8%	4.4%	-6.3%	0.8%	0.7%	?	0.3%
[3] Cc1cc(C)n(Cc2ccc(C(=O)NCc3ccco3)o2)n1
 : 5.4	1.4%	-22.9%	2.7	7.0%	-1.3%	-4.0%	1.9%	0.6%	?	-7.4%
[4] CCc1ccc(/C=C2\Oc3cc(OS(C)(=O)=O)ccc3C2=O)cc1
 : -13.7	-18.7%	-7.3%	38.5	-4.0%	6.7%	0.0%	1.8%	-1.0%	-6.2%	?
[5] C=CCc1c(C)nc(SC(C)C)[nH]c1=O
 : 3.7	0.8%	16.1%	5.3	-14.5%	3.5%	-6.2%	-1.2%	-2.6%	2.5%	1.9%
[6] CCCS(=O)(=O)c1c(S(=O)(=O)CCC)c2ccc(C(N)=O)cn2c1C(=O)c1ccccc1
 : 12.7	-1.0%	-7.6%	3.1	19.1%	-2.1%	-1.0%	1.9%	-0.7%	-0.4%	?
[7] CCC(C(=O)OCn1nnc2ccccc2c1=O)c1ccccc1 (configuration not stated)
 : -15.2	14.4%	4.3%	2.2	-3.8%	-3.2%	-10.2%	-2.2%	-0.4%	5.7%	15.0%
[8] O=C(NCCCN1CCCCC1)C1CC(=O)N(CCc2ccccc2)C1 (configuration not stated)
 : -1.0	1.8%	2.7%	-21.8	0.7%	-2.4%	.	4.4%	-1.0%	17.0%	1.4%
[9] COc1cc(C(=O)NC(=S)NNC(=O)c2ccc3c(c2)OCO3)cc(OC)c1OC
 : -3.4	-5.4%	3.4%	7.4	.	2.5%	1.5%	-0.3%	.	?	5.1%
[10] C/C(O)=C(/N=O)C(=O)Nc1ccccc1
 : 9.9	1.4%	0.8%	-31.4	4.2%	2.7%	11.3%	7.7%	0.3%	-6.5%	-2.1%
[11] CC[N+](CC)(CC)CCOc1ccc(/C=C/c2ccccc2)cc1
 : 18.6	-19.9%	-7.5%	-9.3	.	-5.0%	.	-0.5%	.	3.9%	.
[12] COc1ccc(N2CCN(C(=O)CCCn3c(=O)[nH]c4cc(Cl)ccc4c3=O)CC2)cc1
 : -2.6	0.8%	-10.6%	-3.4	-13.8%	-1.8%	-10.7%	1.1%	-1.0%	0.4%	-7.7%
[13] c1ccc(CSC2=NCCCN2)cc1
 : 3.3	-3.7%	13.7%	5.0	-20.0%	2.7%	4.7%	1.8%	-1.3%	-8.0%	-4.0%
[14] COc1ccccc1NC(=O)COc1cc(Br)c(CNCCCN2CCOCC2)cc1OC
 : 0.2	7.2%	0.2%	-5.4	0.1%	5.1%	0.5%	0.5%	2.8%	?	-6.5%
[15] CCN(CC(=O)NCc1cccs1)C(=O)/C=C/c1ccc(C)cc1
 : 6.3	7.3%	-2.6%	5.8	.	0.0%	.	-0.1%	.	1.0%	.
[16] O=[N+]([O-])c1ccc(CNc2ccc(F)cc2)s1
 : -14.9	0.1%	7.8%	7.4	27.3%	0.2%	-1.4%	1.0%	0.0%	-3.8%	?
[17] O=S(=O)(Nc1ccccc1N1CCOCC1)c1ccc(Cl)s1
 : -13.1	22.2%	13.2%	3.4	-4.1%	4.1%	2.0%	-0.1%	2.6%	-0.2%	5.3%
[18] COc1ccccc1-c1nnc(NC(=O)c2ccc3ncsc3c2)o1
 : -7.3	20.1%	2.9%	0.3	18.3%	2.7%	-4.5%	-3.5%	-3.4%	?	.
[19] COc1ccc(CCNC(=O)CSc2nc(C)cc(C)n2)cc1OC
 : -6.2	1.6%	-6.7%	2.0	-12.2%	2.0%	0.8%	-4.1%	-0.2%	-9.7%	-7.0%
[20] CCCCCc1ccc(-c2ccc(OC)cc2)nc1
 : 0.7	9.1%	2.7%	1.3	18.8%	6.3%	10.7%	-1.0%	-1.0%	?	-12.7%
[21] Cc1c(C(=O)Nc2ccc(F)cc2)nnn1-c1cccc(C(F)(F)F)c1
 : -31.6	12.1%	-6.3%	5.7	-9.9%	1.1%	-5.5%	-0.9%	-0.1%	?	-4.7%
[22] O=C(Nc1cc(C(F)(F)F)ccc1Cl)C(Sc1ccccn1)c1ccccc1 (configuration not stated)
 : -2.2	14.8%	-15.8%	0.9	.	-3.3%	4.4%	2.2%	-1.7%	?	1.4%
[23] Cc1ccccc1-c1cc(C(=O)Nc2sc(C)c(C)c2C(N)=O)c2ccccc2n1
 : -7.4	17.4%	-0.2%	-7.3	.	-16.8%	-3.4%	1.3%	0.3%	-20.8%	2.9%
[24] CCN(CC)C(=O)Cn1cc(C(=O)C(=O)N(C)C2CCN(C)CC2)c2ccccc21
 : -6.7	0.4%	-3.1%	1.1	.	7.0%	-5.2%	1.3%	-2.0%	1.0%	-0.9%
[25] Cc1ccc(Oc2cc(-n3nc(C)cc3C)ncn2)cc1
 : -12.0	8.6%	-5.1%	-10.1	-20.5%	-1.7%	-1.0%	0.2%	-1.5%	4.1%	-5.7%
[26] O=C(Cn1nnc(-c2cccs2)n1)NCc1cccs1
 : -8.0	-3.4%	?	8.6	11.9%	-0.2%	0.4%	-1.3%	11.2%	-0.3%	.
[27] CCN(C[C@H]1N[C@@](CC)(C(=O)OC)[C@H]2C(=O)N(Cc3ccccc3)C(=O)[C@@H]12)S(=O)(=O)c1ccc(OC(F)(F)F)cc1
 : -1.4	.	-15.5%	-276.9*	.	2.7%	.	-0.2%	.	?	.
[28] O=C(Nc1ccccc1)C(O)C(O)C(=O)Nc1ccccc1 (configuration not stated)
 : 9.7	1.9%	-6.8%	1.1	11.9%	-2.2%	-7.4%	1.5%	0.5%	-0.4%	0.6%
[29] CCCOc1ccccc1NC(=O)c1c(-c2ccccc2)noc1C
 : -15.3	14.6%	2.5%	-16.5	-8.6%	-9.0%	0.8%	-0.8%	-1.9%	11.2%	?
[30] O=C(O)CN1C(=O)/C(=C\c2ccc(OC(=O)c3ccco3)cc2)SC1=S
 : 3.0	2.4%	1.2%	0.8	31.6%[activator]	-0.7%	-0.5%	-2.8%	4.3%	?	?
[31] CC(c1nnc(SCC(=O)Nc2cccnc2Cl)n1-c1ccccc1)N(C)C (configuration not stated)
 : 11.8	-2.3%	5.9%	4.6	4.0%	-2.4%	2.5%	-0.6%	2.5%	2.1%	3.5%
[32] O=C(CC1C(=O)NCCN1Cc1ccccc1)NC1CCCCCC1 (configuration not stated)
 : 7.5	-4.8%	0.3%	-1.2	-17.4%	10.5%	.	0.4%	5.7%	-5.6%	11.2%
[33] CC1CCN(C(=O)c2ccc(S(=O)(=O)N3CCOCC3)cc2)CC1
 : 2.0	3.3%	3.9%	-5.9	-7.6%	-0.5%[11.5 µM]	7.1%	1.4%	6.3%	?	-0.5%
[34] CC(=O)Nc1cccc(Nc2nc(-c3cccs3)nc3ccccc23)c1
 : -6.1	27.5%	-2.7%	8.1	?	?	3.1%	-5.8%	12.0%	?	?
[35] Cc1cc(N/N=C/c2ccc(O)cc2)c2cccc(C)c2n1
 : -0.2	5.4%	0.9%	8.2	.	58.5%	-4.2%	-3.9%	0.0%	?	11.5%
[36] Cc1[nH]c2ccccc2c1C(=O)C(C)OC(=O)C1CCC1 (configuration not stated)
 : 4.1	14.7%	-34.5%	21.2	.	-2.0%	.	0.5%	.	-2.3%	.

A portion of the library, so the mix of outcomes need not match the whole.
